APJ agonist – APJ receptor agonism; AID 2520; CHO-K1 APJ PathHunter beta-arrestin, luminescence; 0% DMSO wells, 100% apelin; 0.11% of 330,000 active; P35414; activation, % at 20 µM;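 active = activation more than six SD over the plate average, tested at 20 µM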;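 also: 0% = DMSO alone and 100% = apelin-13 at 10 nM; some results filed as inactive read as strong as hits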
Target sequence (P35414 whole entry, looked up): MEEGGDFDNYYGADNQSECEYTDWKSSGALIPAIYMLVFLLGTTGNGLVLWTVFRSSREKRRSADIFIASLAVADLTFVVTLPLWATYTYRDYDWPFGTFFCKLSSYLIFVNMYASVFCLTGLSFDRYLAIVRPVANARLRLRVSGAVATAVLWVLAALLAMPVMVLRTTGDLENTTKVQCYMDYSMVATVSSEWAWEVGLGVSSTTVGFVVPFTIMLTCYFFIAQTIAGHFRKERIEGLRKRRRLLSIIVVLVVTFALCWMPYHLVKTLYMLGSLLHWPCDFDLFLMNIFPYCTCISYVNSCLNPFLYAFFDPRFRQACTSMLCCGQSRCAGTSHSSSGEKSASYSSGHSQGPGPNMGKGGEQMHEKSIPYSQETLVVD
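Material: engineered CHO-K1 APJ arrestin reporter cells; amount: 1000 CHO-K1 reporter cells seeded per well; incubation: compound stimulation 90 min at 25 °C, detection 60 min; signal: luminescent beta-gal fragment complementation, chemiluminescent substrate; read-out basis: APJ agonist activity; controls: DMSO-only wells as negative, 10 nM Apelin-13 as positive control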
APJ antagonist – APJ receptor antagonism; P35414; CHO-K1 APJ beta-arrestin complementation, luminescence; 0.32% of 330,000 active; inhibition, % at 20 µM;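 active = inhibition above about 40% at 20 µM, limit read from the data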;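 also: cells challenged with 10 nM apelin-13 agonist together with compound; plate controls were apelin-13 plus DMSO wells for no effect and DMSO wells lacking apelin-13 for full effect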
EBI2 block – EBI2 (human) antagonism; EBI2 beta-arrestin recruitment, luminescence, 7a,25-OHC stimulated; 0.81% of 360,000 active; inhibition, % at 5 µM; in the data active = inhibition above about 38%;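 also: enzyme fragment complementation signal reports receptor beta-arrestin coupling in cells; 0% = agonist plus DMSO wells and 100% = wells without agonist; some results beyond the cut were filed as inactive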
UBC13 inh – inhibitors of human UBC13 polyubiquitin chain formation; TR-FRET; 0.47% of 330,000 active; P61088; inhibition, % at 20 µM; AID 485273; in the data active = inhibition above about 45%, passing the limit was not always enough
Target sequence (P61088 whole entry, looked up): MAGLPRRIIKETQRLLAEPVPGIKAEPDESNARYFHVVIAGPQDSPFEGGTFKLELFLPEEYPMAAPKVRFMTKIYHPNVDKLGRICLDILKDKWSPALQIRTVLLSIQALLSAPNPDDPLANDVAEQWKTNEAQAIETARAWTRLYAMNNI
ATG4B inhibitor – blocks human ATG4B protease cleavage of LC3 substrate. ATG4B cleavage of LC3-PLA2, NBD-HPC fluorescence, 1 h. inhibition, % at 8.33 µM. 0.51% of 340,000 active; in the data active = inhibition above about 40%
CXCR6 inh – blocks human CXCR6 beta-arrestin recruitment | O00574 | CHO-K1 PathHunter CXCR6 beta-arrestin, luminescence | inhibition, % at 20 µM | 0.36% of 360,000 active | AID 602244; in the data active = inhibition above about 34%, passing the limit was not always enough;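 also: antagonist mode with CXCL16 agonist at 10 nM final; 0% = 10 nM CXCL16 with DMSO and 100% = unstimulated wells without agonist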
Target sequence (O00574 whole entry, looked up): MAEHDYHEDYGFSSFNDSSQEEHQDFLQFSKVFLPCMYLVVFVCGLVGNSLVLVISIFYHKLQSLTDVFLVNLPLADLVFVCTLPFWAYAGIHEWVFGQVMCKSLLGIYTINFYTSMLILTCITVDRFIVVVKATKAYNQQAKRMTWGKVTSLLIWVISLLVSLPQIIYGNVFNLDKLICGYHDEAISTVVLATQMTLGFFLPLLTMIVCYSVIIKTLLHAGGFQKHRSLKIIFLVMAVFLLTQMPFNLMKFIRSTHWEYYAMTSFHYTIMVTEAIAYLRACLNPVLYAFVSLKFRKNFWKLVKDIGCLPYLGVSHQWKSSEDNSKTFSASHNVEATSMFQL
Gli-Sufu block – antagonists of Gli-Sufu signaling. Sufu-KO-LIGHT fibroblasts, Gli luciferase reporter luminescence. inhibition, % at 5 µM. 0.74% of 340,000 active;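 active = inhibition above about 55%, limit read from the data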;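 also: 0% = DMSO-treated cells and 100% = wells with medium but no cells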
CCR6 antag – CCR6 (human) receptor antagonism | P51684 | CHO-K1 CCR6 PathHunter beta-arrestin, luminescence, CCL20-stimulated | inhibition, % at 20 µM | 0.49% of 340,000 active;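 active = compounds whose inhibition of the agonist-driven luminescence signal at 20 µM reaches about 50%, limit read from the data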;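 also: cells stimulated with CCL20 at 14 nM final; plate controls were DMSO with CCL20 for no effect and DMSO without agonist for full effect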
The depositor's hits bear a star; . = not tested or not shown.

SMILES	APJ agonist	APJ antagonist	EBI2 block	UBC13 inh	ATG4B inhibitor	CXCR6 inh	Gli-Sufu block	CCR6 antag
Cc1ccc(NC(=O)C(c2ccccc2)N2CCN(CC(=O)N3CCOCC3)CC2)cc1Cl (configuration not stated)	-5	-6	-1	-9	4	15	13	12
O=C(Nc1nncs1)c1ccc(S(=O)(=O)c2ccccc2)cc1	-1	4	-4	0	0	-2	5	1
O=C(Nc1ccccc1F)c1ccccc1-c1ccc(C(F)(F)F)cc1	-1	-4	25	-7	26	1	14	10
CC12CCC(C(=O)O)(c3nc(C#N)c(C#N)nc31)C2(C)C (configuration not stated)	3	-4	-8	-1	4	6	5	-4
O=C(CN1CCN(S(=O)(=O)c2ccc(F)cc2)CC1)NCC1(N2CCOCC2)CCCCC1	-5	-6	-9	4	-13	6	14	3
O=C(Nc1cccc(-n2cnnn2)c1)c1cccnc1	-2	-2	-19	8	-7	0	-4	9
COC(=O)c1ccc(C(C(=O)NCc2ccccc2)N(Cc2ccco2)C(=O)c2cnccn2)cc1 (configuration not stated)	3	9	8	-8	11	-3	-11	14
COc1ccc(OCCSc2ncccn2)cc1	-1	34	-12	1	0	-2	-89	-5
O=C1CC(N2CCN(CCc3ccccn3)CC2)C(=O)N1c1ccc(Cl)cc1 (configuration not stated)	-4	-14	-2	1	3	2	-2	4
O=C(N/N=C/c1cc(Br)c(Br)s1)c1ccncc1	-1	-20	-2	12	-4	-2	-1	4
COc1ccc(C(=O)O)cc1S(=O)(=O)NC1CCN(Cc2ccccc2)CC1	-5	8	-4	8	-6	-2	-10	0
Cc1cc(SCCOc2ccccc2)nc(N)n1	2	5	4	11	1	-7	-36	0
COc1cc2c(cc1OC)C(C)N(C(=O)c1cc3ccccc3o1)CC2 (configuration not stated)	-4	-14	6	16	-6	3	0	7
CCCn1c(C2CCCN2c2nc(-c3cccc(Br)c3)cs2)nc2cc(Cl)c(Cl)cc21 (configuration not stated)	-2	9	16	-48	-7	13	-2	11
CCOc1cc(N2CCOCC2)c(OCC)cc1NC(=O)CSc1ccccc1C(=O)O	1	-23	-8	-14	-11	-3	-6	2
COC(=O)N1[C@H](Cc2ccccc2)C=C[C@]1(C)C(=O)O	-2	4	-6	-10	5	-11	-1	6
COC(=O)c1ccc2[nH]c([C@H](C)O)c([C@H](C)O)c2c1	16	-12	11	1	1	2	0	16
O=C1CSC(=S)N1c1cccc(Cl)c1	-1	22	-5	1	-6	7	10	-3
CC1(C(=O)O)Oc2cccnc2NC1=O (configuration not stated)	1	-2	-8	8	-1	1	-4	-6
O=C(Nc1ccc(Cn2cccn2)cc1)c1ccc(COc2cccc(Br)c2)cc1	2	-13	25	-1	-22	8	-84	29
O=C(CC12CC3CC(CC(C3)C1)C2)N/N=C\c1ccc[nH]1	2	-6	1	-11	0	-7	-6	8
COc1ccccc1NC(=O)Cn1c(=O)n(-c2ccccc2)c(=O)c2oc3ccccc3c21	-2	19	5	4	7	-5	7	14
O=C(c1cccc(N2C(=O)C3CC=CCC3C2=O)c1)N1CCCCCC1 (configuration not stated)	-4	3	-20	7	-5	5	3	-9
Cc1ccsc1C(=O)OC1CCOC1=O (configuration not stated)	2	-2	-3	-7	-5	-3	7	-8
O=C1C=C(C2OC(CO)C(O)C2O)C(=O)N1 (configuration not stated)	.	.	2	.	-30	-6	11	4
Further structures
SMILES	APJ agonist	APJ antagonist	EBI2 block	UBC13 inh	ATG4B inhibitor	CXCR6 inh	Gli-Sufu block	CCR6 antag
C#CCOCCOCCOCCNc1nc(N2CCN(C(=O)[C@H]([C@@H](C)CC)n3cc(CCCN=C(N)N)nn3)CC2)nc(N2CCN(C(=O)[C@H](CCCCN)n3cc(CCCC)nn3)CC2)n1	-4	20	-3	71*	-7	3	-7	-8
CCc1cccc(NC(=O)COC(=O)/C=C/c2cccs2)c1	7	18	6	2	-6	-6	-4	17
COc1ccc2sc(N3C(=O)CC(Cc4cccc(C)c4)C3=O)nc2c1 (configuration not stated)	-2	-15	8	-7	-21	7	-2	10
CC(NC(=O)c1ccccc1)c1ccc(Br)cc1 (configuration not stated)	-2	-5	-2	2	-6	3	-5	-5
CCOC(=O)c1ccc2c(c1)nc(SC(C)C(=O)NCC1CCCO1)n2CC (configuration not stated)	0	31	5	9	7	-4	1	28
CC(=O)Nc1ccc(C(=O)OCC(=O)N(C)C2CCCCC2)cc1	-3	3	-3	-12	-1	-8	9	-8
CN1CCN(CCCNC(=O)c2ccc(/C=C3/Sc4ccccc4N(Cc4cccc(Cl)c4)C3=O)cc2)CC1	.	.	0	.	7	3	3	24
O=C(CN(CC1CCCO1)C(=O)CNS(=O)(=O)c1ccc(F)cc1)NCC1CCCO1 (configuration not stated)	0	19	-5	2	3	-6	-4	4
Nc1nnc(SCC(=O)Nc2cccc(S(=O)(=O)N3CCCCC3)c2)s1	2	-1	-6	6	2	7	4	12
CC1CN(Cc2nc3c(c(=O)n(C)c(=O)n3C)n2CC(=O)c2ccccc2)CC(C)O1 (configuration not stated)	-8	0	0	-3	-5	4	3	8
CC(C)c1ccccc1NC(=O)c1cccnc1	-3	-5	-15	1	-7	2	-3	-6
CCOc1ccc(N(CC(=O)Nc2ccc(Br)cc2)S(C)(=O)=O)cc1	-2	-7	-23	6	-6	3	-33	-4
Fc1ccccc1/C=N/n1c(COc2ccccc2)n[nH]c1=S	-4	21	-2	-9	0	5	4	7
COc1cc(/C=N/NC(N)=O)ccc1OCC(=O)Nc1ccc(C)c(C)c1	1	5	4	10	-13	-3	-5	12
C=CCNC(=S)Nc1ccc(N(C)C)cc1	0	-21	-6	5	23	3	4	-7
O=S(=O)(Nc1ncnc2sc3c(c12)CCC3)c1ccc2ccccc2c1	-3	8	-5	-4	41*	1	-19	-38
CCC(=O)N1CCc2cc(S(=O)(=O)N3CCN(c4ccccc4Cl)CC3)ccc21	-4	17	9	0	-2	9	2	18
O=C(COC(=O)c1ccccc1NCCO)NCC1CCCCC1	-2	3	-9	1	3	2	1	9
COc1ccc(C2CC(=O)c3sc(N)nc3C2)cc1 (configuration not stated)	-3	-10	10	-3	-7	-7	-8	-15
C/C(=N\NC(=O)COc1ccc(C)cc1[N+](=O)[O-])c1ccc2c(c1)OCCO2	8	-3	1	-2	10	6	1	1
CCn1c(SCC(=O)Nc2ccc(F)cc2)nnc1C1CC1	-2	5	-10	0	-9	7	-19	10
CCCOc1ccc(/C=C/C(=O)NC2CCCCC2)cc1OC	-3	7	4	-1	-10	-7	-2	11
CC(C)OCCCNc1ncnc2c1nc1n2CCCC1	-2	1	4	1	7	-8	-7	-5
O=C(c1cccc(S(=O)(=O)NCc2ccccc2)c1)N1CCCCC1	-1	12	1	9	-4	4	-4	-2
Brc1ccc2nc(N3CCCC3)sc2c1	-1	-20	5	16	-1	2	-88	2
Further entries.
SMILES	APJ agonist	APJ antagonist	EBI2 block	UBC13 inh	ATG4B inhibitor	CXCR6 inh	Gli-Sufu block	CCR6 antag
COCCNC(=O)/C(C#N)=C\c1ccc(CNS(=O)(=O)c2ccccc2)o1	-2	0	-13	6	4	10	4	-8
Cc1ccc(NC(=O)COC(=O)Cc2csc(-c3ccc(Cl)cc3)n2)cc1C	.	.	-9	.	1	-6	-3	2
C=CCn1c(SCC(=O)N2CCCC2)nc2cc(C(=O)NCC3CCCO3)ccc2c1=O (configuration not stated)	-4	12	-9	8	-6	-2	4	6
CCC(C)NC(=O)CCNS(=O)(=O)c1ccc(Br)cc1 (configuration not stated)	-4	5	2	-9	-3	3	4	-6
CC1CC(=O)Nc2ccccc2N1C(=O)Nc1ccc(F)cc1F (configuration not stated)	-1	7	-3	-1	-10	6	3	1
COc1ccccc1NC(=O)Nc1nc(CC(=O)Nc2ccc(OC)c(OC)c2)cs1	1	-18	-11	3	-15	-10	2	5
O=C(CCCc1ccccc1)Nc1nccs1	-1	14	-5	0	4	-6	-3	6
CCOC(=O)N1CCC(NC(=O)C2CCN(C(=O)N3CC(C)Oc4ccc(C)cc43)CC2)CC1 (configuration not stated)	1	1	-5	-12	-6	-2	6	-4
Cn1c(=O)c2c(nc(OCc3cccnc3)n2Cc2c(F)cccc2Cl)n(C)c1=O	-7	4	-5	2	12	2	3	2
COc1ccc(NC(=O)C(C)N(c2ccc(C)cc2)S(C)(=O)=O)c(OC)c1 (configuration not stated)	-1	7	3	6	6	-7	-7	18
Cn1cnc2ncnc(Oc3ccc(Br)cc3)c21	.	.	-2	.	1	-2	4	4
COc1ccc(CC(=O)Nc2ccc(S(=O)(=O)N3CCCC3)cc2)c(OC)c1	-2	0	-9	2	-10	-4	5	8
CCS(=O)(=O)N1CCC(NC(=O)C(Cc2cccc(OC)c2OC)NC(C)=O)CC1 (configuration not stated)	-2	7	-7	-11	7	1	13	0
C=CCn1c(N)cc(=O)nc1SCC(=O)Nc1ccc2ccccc2c1	-4	7	2	4	-6	2	0	-10
COc1ccc(S(=O)(=O)N(C)CC(=O)Nc2ccccc2SC)cc1Cl	-2	11	5	13	3	0	1	-16
Cc1ccc(S(=O)(=O)NCC(C)n2cncn2)cc1C (configuration not stated)	-1	7	-4	-1	-11	1	26	5
Cc1noc(NS(=O)(=O)c2ccc(NC(=O)COc3ccc(C#N)cc3)cc2)c1C	-5	13	-11	-2	-5	-7	4	8
O=C(CN1CCN(S(=O)(=O)N2CCCCCC2)CC1)Nc1cc(Cl)ccc1Cl	0	12	-1	9	-4	-5	10	14
OCC[C@@H]1C[C@@H](O)[C@H](O)[C@]2(CCCO2)O1	4	14	-3	1	-10	-3	2	-2
CN(C)S(=O)(=O)N1CCN(C(=O)N(c2ccccc2)c2ccccc2)CC1	-4	-5	-4	3	-3	10	14	-16
C=CCNC(=S)N/N=C(\C)c1ccccn1	-6	67*	38	-2	9	20	84*	50
COCCn1c(C)cc(C2=NNC(=NC(C)(C)C)SC2)c1C	-2	3	9	-10	-5	-5	9	6
Cc1ccc(S(=O)(=O)N2CCN(C(=O)C3CCCO3)CC2)cc1 (configuration not stated)	-7	9	3	-2	-1	1	-20	7
CC(C)CNS(=O)(=O)c1ccc(CC(C)C)cc1	-3	-40	7	-1	6	-1	8	-6
O=C(O)/C=C/C(=O)Nc1cccc(C(F)(F)F)c1	0	1	-3	3	-5	0	-11	2

Some values from the list.
Gli-Sufu block with `Cn1cnc2ncnc(Oc3ccc(Br)cc3)c21` : 4
CCR6 antag with `O=C(O)/C=C/C(=O)Nc1cccc(C(F)(F)F)c1` : 2
Gli-Sufu block with `COc1ccc(NC(=O)C(C)N(c2ccc(C)cc2)S(C)(=O)=O)c(OC)c1` (configuration not stated) : -7

Next part
SMILES	APJ agonist	APJ antagonist	EBI2 block	UBC13 inh	ATG4B inhibitor	CXCR6 inh	Gli-Sufu block	CCR6 antag
O=C(CSc1nccc(-c2cccs2)n1)Nc1cccc(Cl)c1Cl	0	5	-18	8	-5	-10	-2	-1
COc1cccc2sc(Nc3nc(-c4ccccn4)cs3)nc12	-7	52*	86*	-1	.	37	.	.
Cc1nnc(SCC(=O)Nc2cccc(S(=O)(=O)N3CCCCC3)c2)s1	-2	-1	-6	1	5	8	13	11
CCc1ccc(OCCNC(=O)c2cccs2)cc1	1	3	19	1	-11	-2	-5	3
Cc1cc(C(=O)NCCCN2CC(C)CC(C)C2)n(-c2ccccc2)n1 (configuration not stated)	-4	-7	2	-4	-4	-4	4	4
Cn1c(SCCOc2ccccc2F)nc2ccccc2c1=O	-4	12	11	41	-7	-4	-9	19
Cc1ccc(C(=O)N2CCN(c3ccccc3)CC2)cc1NC(=O)c1ccco1	-5	-37	2	-2	3	-4	-4	12
NNC(=O)c1cccc(O)c1	-2	-20	-8	8	-7	-13	0	4

Source: PubChem

No enrichment for hits. Share with any hit: about 3%.
